SKBR3 24h inh – SK-BR-3 proliferation inhibitors, primary screen, cell-based, human, 24 h; SK-BR-3 viability, CellTiter-Glo ATP luminescence; hits give low values; viability, % at 10 µM; 41,000 compounds, 0.47% hits;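 active = viability at or below the median of all test compounds minus 3 SD, in both replicates if run twice, cut at about 45% in these data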;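 note: 100% = median untreated cell wells and 0% = median positive control drug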
Starred values were filed as active, the others as inactive. A portion of the library (hit frequency here may not be typical).

SMILES | SKBR3 24h inh
COC(=O)CCNc1ccc2c(c1)OCCO2 | 106.4
Cc1nnc(C)n1/N=C/c1cc(Br)cc(Br)c1O | 101.2
COC(=O)c1oc2ccc(OC)cc2c1N | 99.6
CCOC(=O)C1C(=O)C=C(C)C(C(=O)OCC)C1c1ccc(OC)cc1 (stereo unspecified) | 89.5
COc1ccc(-c2nnc(SCC(=O)NCc3ccco3)n2C)cc1 | 100.4
N#Cc1c(NC(=O)CSc2nc(-c3ccco3)cc(C(F)(F)F)n2)sc2c1CCCC2 | 74.6
COc1ccc(C(=O)CSc2nnc(CNc3ccc(C)cc3C)o2)cc1 | 105.8
COc1ccc(C(=O)c2ccc(N3CCOCC3)cc2)c(OC)c1 | 79.4
O=S1(=O)C=C(Sc2nc3ccccc3s2)c2ccccc21 | 21.7*
CC(=O)Oc1ccc(NC(=O)CSc2ccccc2)cc1 | 98.5
CC(C)CCn1c(Br)nc2c1c(=O)n(CC(N)=O)c(=O)n2C | 89.2
NC(=O)C1(N2CCCCC2)CCN(Cc2nc3ccccc3c(=O)[nH]2)CC1 | 95.0
CC1Cc2ccccc2N1S(=O)(=O)c1cccc2nsnc12 (stereo unspecified) | 86.6
COc1ccc(CNC(=O)c2cc(-c3ccc(OC)c(OC)c3)on2)cc1 | 82.4
COc1ccc(OC)c(C(c2nnnn2Cc2ccccc2)N2CCN(C)CC2)c1 (stereo unspecified) | 105.4
CCCC(=O)Nc1ccc2oc(-c3cccnc3)nc2c1 | 98.2
Cn1c(SCC(=O)NCc2ccco2)nnc1-c1cccs1 | 95.2
COC(=O)c1ccc(/C=N/n2cnnc2)cc1 | 74.8
COc1cccc(-c2nn3c(-c4cccc(C)c4)nnc3s2)c1 | 75.2
Cc1ccc2c(CC(=O)NCc3ccco3)coc2c1C | 103.9
COC(=O)\C(C(C)=O)=C(/C=C/C=C/N(C)C)N(C)C | 84.5
Cc1cc(-c2ccccc2)c(C#N)c(N)n1 | 111.8
CC(=O)c1cccc(NC(=O)Nc2cnn(Cc3ccc(F)cc3)c2)c1 | 85.2
COc1cc(=O)n2c(-c3ccccc3)csc2n1 | 76.1
N#CCCN1CCN(C(=S)c2ccc(-c3cccc(Cl)c3)o2)CC1 | 75.2
Cc1cc2c(cc1C)NC(c1c(C)n(C)n(-c3ccccc3)c1=O)C1=C(CC(C)(C)CC1=O)N2 (stereo unspecified) | 96.2
N#Cc1cccc2cnccc12 | 91.1
CCOc1ccccc1NC(=O)CCn1c(=O)oc2ccccc21 | 74.0
O=C(CCCn1c(=O)[nH]c2ccsc2c1=O)N1CCN(c2ccccn2)CC1 | 121.6
CCOC(=O)N1CCN(C(=O)c2cnn3c(C(F)F)cc(-c4ccc(C)cc4)nc23)CC1 | 81.8
CC(=O)Nc1nonc1-c1nc2ccccc2n1CCC(C)C | 78.0
O=C(NCc1n[nH]c(=S)n1-c1ccccc1)c1ccc(S(=O)(=O)N2CCOCC2)cc1 | 84.9
Cn1c2ccccc2c2ncn(CCN3CCOCC3)c(=O)c21 | 105.3
Cc1cc(C(=O)N2CCN(C/C=C/c3ccccc3)CC2)no1 | 80.9
O=C(C1CCCN(S(=O)(=O)Cc2ccccc2)C1)N1CCCCC1 (stereo unspecified) | 88.2
NC(Cc1cccc2nsnc12)C(=O)O (stereo unspecified) | 65.2
O=C(Nc1cccc(C(F)(F)F)c1)c1ccco1 | 106.4
Cc1cc(C)n(-c2ncnc3sc4c(c23)CC(C)CC4)n1 (stereo unspecified) | 104.5
O=c1n(Cc2ccc(Cl)cc2)c2sc3c(c2c2ncnn12)CCCC3 | 79.1
O=S(=O)(c1ccc2nc(Cc3cccc(C(F)(F)F)c3)[nH]c2c1)N1CCOCC1 | 84.4
COc1ccc(-c2ccc(S(=O)(=O)N3CCOCC3)cc2)cc1 | 106.1
CC1(C)CC(=O)C2(CC3=C(CC(C)(C)CC3=O)O2)C(=O)C1 | 89.7
Nc1c(C(=O)NC2CCCCC2)c2nc3ccccc3nc2n1/N=C/c1ccco1 | 98.4
COc1cccc(OCC(O)CO)c1 (stereo unspecified) | 81.2
Cc1ccccc1C(=O)Nc1cccc(NC(=O)Cn2cnc3c(=O)n(C)c(=O)n(C)c32)c1 | 88.3
Cc1ccnc(NC(=O)CCC(=O)N(CC(=O)NC2CCCCC2)CC2CCCO2)c1 (stereo unspecified) | 89.2
CC(C(=O)N1CCOCC1)(c1ccccc1)c1ccccc1 | 99.3
CCCCOC(=O)Nc1nnc(-c2ccccc2OC)s1 | 89.3
CCOC(=O)N1CCN(CC(=O)Nc2cc(OCC)ccc2OCC)CC1 | 93.3
O=C(C1CCN(Cc2ccc(F)cc2)CC1)N(CCO)Cc1ccccc1 | 83.3
O=C(NC1CC1)C1CCN(c2ccc(S(=O)(=O)N3CCOCC3)cc2Cl)CC1 | 112.1
COc1ccc(OCCn2c(NC(=O)c3ccco3)nc3ccccc32)cc1 | 89.2
COc1ccc(NC(=O)CNCCC2=CCCCC2)cc1 | 81.0
CC1(C)Cc2c(c(=S)nc(-c3ccccc3)n2CCOCCO)CO1 | 131.8
CSc1ccc(Cl)c(C(=O)NCc2ccco2)c1 | 96.1
CCC(=O)n1nc(-c2cccnc2)nc1NCc1ccc(OC)cc1 | 100.2
Clc1ccc(C=NC23CN4CN(CN(C4)C2)C3)cc1 | 99.8
N#Cc1nc(Cc2cccc3ccccc23)oc1NCCN1CCCCC1 | 104.3
CCOC(=O)c1nnn(-c2nonc2-n2cccc2)c1C | 97.8
CC1CC(c2ccccc2)n2nc(NC(=O)c3cccs3)nc2N1 (stereo unspecified) | 93.1
(next part)
SMILES | SKBR3 24h inh
CCOC(=O)N1CCC(=C2c3ccc(Cl)cc3CCc3cccnc32)CC1 | 85.6
O=C(c1noc2c1CCCC2)N1CCN(C(c2ccccc2)c2ccccc2)CC1 | 90.7
CCOC(=O)c1c(CNCCN(CC)CC)n(C)c2cc(Br)c(OC)cc12 | 88.3
O=C(CCC(=O)N(CC(=O)NC1CCCCC1)Cc1ccco1)Nc1nccs1 | 117.2
Cc1ccc(S(=O)(=O)N2CCN(S(=O)(=O)N3CCCCC3)CC2)cc1 | 86.9
CCOC(=O)c1ccc(NC(=O)CN(c2ccc(C)cc2)S(=O)(=O)c2c(C)n[nH]c2C)cc1 | 112.5
COc1ccccc1Nc1nc(N)nc(CN(C)C2CCCCC2)n1 | 109.8
O=C(c1cccc(F)c1)N1CCc2ccccc2C1 | 100.8
CCN(CCCNC(=O)C1CCC(=O)N1Cc1ccc(C)cc1)c1cccc(C)c1 (stereo unspecified) | 67.5
CN(C)c1nc(OCCOC(=O)c2ccccc2)nc(N(C)C)n1 | 83.2
Cc1ccc(C2c3c(-c4ccccc4O)n[nH]c3C(=O)N2Cc2ccncc2)cc1 (stereo unspecified) | 90.5
CCn1c(SCC(=O)NCc2ccco2)nc2cccnc21 | 104.0
Cc1ccc2c(C(=O)CN3CCSCC3)c(C)[nH]c2c1 | 93.5
CCN1CCN(C(=O)c2cc3sccc3n2CC(=O)c2ccccc2)CC1 | 85.0
Cc1ccc(-c2ccc(=O)n(CC(=O)NCCCN3CCCCC3)n2)cc1 | 84.9
COC(=O)c1ccccc1NC(=O)CN(C)S(=O)(=O)c1ccc(OC)cc1 | 92.3
CCCCN(C(=O)NC(=O)Nc1cccc(C)c1C)S(C)(=O)=O | 76.9
CCCC(=O)Nc1cccc2c1CCCC2 | 111.4
O=C(CN1C(=O)c2cccc3cccc1c23)N1CCN(Cc2ccc3c(c2)OCO3)CC1 | 87.8
O=C(NCc1ccncc1)C(F)(F)C(F)(F)C(=O)NCc1ccncc1 | 89.4
CCc1nnc(NC(=O)C2CCCN(c3nc4ccccc4s3)C2)s1 (stereo unspecified) | 69.2
O=C(c1cccc(F)c1)N1CCCC(C(=O)N2CCCC2)C1 (stereo unspecified) | 98.4
COc1ccc(C(=O)Nn2c(SCC(=O)NCc3ccco3)nc3ccccc3c2=O)cc1 | 91.4
N#CCSc1nc(-c2ccccc2)cs1 | 95.5
COc1ccc(OC)c2c(N3CCN(C)CC3)cc(C(F)(F)F)nc12 | 87.2
CCN(Cc1cc2cc(OC)ccc2[nH]c1=O)C(=O)c1ccncc1 | 97.3
Cc1noc(C)c1C(=O)NCCCN1CCCC1=O | 95.0
CCSc1nc(N)c2c3c(sc2n1)CCC3 | 85.4
O=C(NCS(=O)(=O)c1ccccc1)c1ccccc1 | 88.6
CC(=O)C1C(=O)C=C(c2ccco2)CC1c1ccccc1 (stereo unspecified) | 83.5
C#CC1CN(Cc2ccccc2)CC(C#C)N1C (stereo unspecified) | 76.3
Oc1c(CN2CCCCC2)cc(Br)c2cccnc12 | 39.5*
Cc1cc(C(F)F)n2ncc(C(=O)NC3CCCCCC3)c2n1 | 92.0
c1ccc2c(c1)[nH]c1c(N3CCN(C4CCCCC4)CC3)ncnc12 | 82.5
Cc1occc1-c1nnc(SCC(=O)N2CCOCC2)o1 | 97.4
N=c1c2c(n(Cc3ccccc3)c3c1CCC3)CCC2 | 88.3
Cc1cc(NC(=O)CS(=O)(=O)c2cn(Cc3ccccc3Cl)c3ccccc23)no1 | 34.5*
C#CCN1C(=O)C(O)(CC(=O)c2cc(OC)ccc2OC)c2ccccc21 (stereo unspecified) | 104.0
CCOC(=O)c1c(CN(C)C)oc2cc(CN(C)C)c(O)c(CSc3ccccc3)c12 | 71.5
CC(=O)NCCc1ccc(S(=O)(=O)NCc2ccc3c(c2)OCO3)cc1 | 116.1
COc1ccc(Br)cc1CNCCSc1nnnn1C | 69.2
O=C(Oc1ccc(N2C(=O)CCC2=O)cc1)c1ccco1 | 100.7
Cc1ccc(-c2nnc(SCC(=O)N3c4ccccc4NC(=O)C3(C)C)n2N)cc1 | 110.0
O=C(COC(=O)c1ccco1)NCc1ccco1 | 70.3
O=C(NCC1(c2ccccc2)CCOCC1)c1ccc(Br)o1 | 109.2

The closing seven compounds of the section above come first, to join the parts:
SMILES | SKBR3 24h inh
CCOC(=O)c1c(CN(C)C)oc2cc(CN(C)C)c(O)c(CSc3ccccc3)c12 | 71.5
CC(=O)NCCc1ccc(S(=O)(=O)NCc2ccc3c(c2)OCO3)cc1 | 116.1
COc1ccc(Br)cc1CNCCSc1nnnn1C | 69.2
O=C(Oc1ccc(N2C(=O)CCC2=O)cc1)c1ccco1 | 100.7
Cc1ccc(-c2nnc(SCC(=O)N3c4ccccc4NC(=O)C3(C)C)n2N)cc1 | 110.0
O=C(COC(=O)c1ccco1)NCc1ccco1 | 70.3
O=C(NCC1(c2ccccc2)CCOCC1)c1ccc(Br)o1 | 109.2
O=C1CCCN1c1ccc(S(=O)(=O)Nc2ccc3c(c2)OCCO3)cc1 | 88.7
COc1ccc(F)cc1S(=O)(=O)NC1CC(C)(C)NC(C)(C)C1 | 75.0
CCC1Oc2ccccc2N(CC(=O)Nc2ccccc2OC)C1=O (stereo unspecified) | 94.4
COC(=O)CNc1c(-c2ccccn2)nc2ccc(Br)cn12 | 122.5
CC(Sc1nnc(COc2ccc3ccccc3c2)n1C)C(=O)O (stereo unspecified) | 107.7
CCOc1ccc(NS(=O)(=O)N(C)C)cc1 | 78.3
COCCNC(=O)CCc1nc(-c2ccccc2)no1 | 78.9
Cc1c2c(nc3nc4ccccc4n13)CC(C)(C)CC2=O | 87.3
CCC(=O)Nc1cc(C)c(NC(=O)c2ccccc2OC)cn1 | 94.2
C=CCNC(=O)N[C@@H](CCSC)C(=O)OC | 89.3
CSc1cccc(NS(=O)(=O)c2ccc(F)cc2)c1 | 81.8
CC(NC(=O)Nc1ccccc1)c1ccccc1 (stereo unspecified) | 81.9
Cc1ccc(S(=O)(=O)CC(=O)N2CCCCCC2)cc1 | 88.1
O=C(Nc1ccncc1)C1c2ccccc2Oc2ccccc21 | 63.3
Cc1ccc(S(=O)(=O)NC(=O)NCc2ccc3c(c2)OCO3)cc1 | 90.3
O=C(COc1ccccc1)N(Cc1ccco1)c1ccc(O)cc1 | 76.5
Cc1ccc2c(c1)nnn2C1CCN(S(=O)(=O)c2ccc(C(=O)N3CC(C)CC(C)C3)cc2)CC1 (stereo unspecified) | 90.0
Cc1ccccc1N(CC(=O)NCCc1ccccc1)C(=O)c1ccc(N2CCCC2)nc1 | 107.1
O=c1c[n+]([O-])c2ccccc2n1OCc1c(F)cccc1F | 79.0
O=C(O)CC(CC(=O)Nc1nncs1)c1ccccc1 (stereo unspecified) | 112.1
CSc1nc2ccccc2n1C(=O)Oc1ccccc1 | 107.8
Cc1cc(C(=O)NCCCn2ccnc2)cs1 | 101.3
CCn1nc(C(=O)OCC(=O)c2ccc3c(c2)OCCO3)c2ccccc2c1=O | 138.0
CN(C)c1nc(Oc2ccc(N)cc2)nc(N(C)C)n1 | 98.6
COc1ccc(NC2=NCC(=O)N2c2ccccc2F)c(OC)c1 | 108.4
Cn1c(SCC(=O)N2CCc3ccccc3C2)nnc1-c1cccs1 | 94.8
CC(=O)CC(C)=NCCN=C(C)CC(C)=O | 77.7
CCCC(=O)Nc1ccc2oc(-c3ccncc3)nc2c1 | 110.8
CCOC(=O)N1CCN(c2ncnc3c2cnn3-c2ccc(OC)cc2)CC1 | 65.9
CC1CN(S(=O)(=O)c2cccc(C(=O)NCc3ccc4c(c3)OCO4)c2)CC(C)O1 (stereo unspecified) | 72.6

An excerpt of these results, as a markdown table.
| Molecule | SKBR3 24h inh |
| --- | --- |
| CCn1nc(C(=O)OCC(=O)c2ccc3c(c2)OCCO3)c2ccccc2c1=O | 138.0 |
| CN(C)c1nc(Oc2ccc(N)cc2)nc(N(C)C)n1 | 98.6 |
| COc1ccc(NC2=NCC(=O)N2c2ccccc2F)c(OC)c1 | 108.4 |
| Cn1c(SCC(=O)N2CCc3ccccc3C2)nnc1-c1cccs1 | 94.8 |

Further compounds follow:
SMILES | SKBR3 24h inh
O=S1(=O)N=C(N2CCN(Cc3ccccc3)CC2)c2ccccc21 | 77.3
COc1cc2cc(CN(CCCO)S(=O)(=O)c3ccccc3)c(=O)[nH]c2cc1OC | 74.8
O=C(Nc1ccncc1)C1COc2ccccc2O1 (stereo unspecified) | 89.6
CC(C)c1nc(SCC(=O)N2CCCC2)c2ccccc2n1 | 109.2
Cc1ccc(CCC(=O)Nc2ccc(S(N)(=O)=O)cc2)o1 | 92.2
COc1ccc(-c2cc(C(F)(F)F)nc(N3CCN(Cc4ccccc4)CC3)n2)cc1OC | 75.5
Nc1nonc1C(=O)NC(c1ccccc1)c1ccccc1 | 93.3
O=C(O)c1ccccc1C(=O)Nc1ccccn1 | 98.4

From PubChem BioAssay
